# HTT aggregate – qHTS Multiplex Assay to Identify Dual Action Probes in a Cell Model of Huntington: Aggregate Formation (GFP). PC12 HttQ103-GFP aggregates, Acumen cytometry, 40 h. 220,000 compounds, 1.1% hits. Potency, µM (highest dose often 46.1 µM), without a hit: at the top dose activity change, negative = inhibition, usual class: inhibitors; also: potency is read from the fitted curve at half-maximal effect; % is scaled to controls: 0 for no effect and ±100 for the full control effect; nearly all actives have a fitted effect of over 60% in size
#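 Compounds (qHTS titration) were added to PC12 cells expressing an ecdysone-driven HTT exon 1 Q103–GFP fusion after induction with 100 nM tebufenozide. Aggregate formation was measured as GFP objects in cell lysates.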
# KinaseGlo FLuc – Counterscreen for Luciferase (Kinase-Glo TM) Inhibition; Luciferin 4-monooxygenase (Photuris pensylvanica), Q27757; Kinase-Glo luciferase, ATP luminescence, 8 min; Potency, µM (highest dose often 38.3 µM), inactives show top-dose activity change, negative = inhibition, usual class: inhibitors; 200,000 compounds, 0.28% hits; AID 1379, 2008; also: potency is read from the fitted curve at half-maximal effect; % is scaled to controls: 0 for no effect and ±100 for the full control effect; nearly all actives have a fitted effect of over 60% in size
#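 Inhibition of Kinase-Glo luciferase light generation was assessed at 10 uM ATP in pH 7.2 imidazole buffer, with luminescence measured after eight minutes at ambient temperature.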
# L3MBTL1 inh – qHTS Assay for the Inhibitors of L3MBTL1 | Lethal(3)malignant brain tumor-like protein 1 (Homo sapiens), Q9Y468 | AlphaScreen L3MBTL1–H3K9me1 peptide binding | 230,000 compounds, 0.66% hits | Potency, µM (highest dose often 57.1 µM), for inactives: top-dose activity, negative = inhibition, hits mostly inhibitors; also: potency is read from the fitted curve at half-maximal effect; % is scaled to controls: 0 for no effect and ±100 for the full control effect; nearly all actives have a fitted effect of over 60% in size
# Target sequence (Q9Y468 whole entry, looked up): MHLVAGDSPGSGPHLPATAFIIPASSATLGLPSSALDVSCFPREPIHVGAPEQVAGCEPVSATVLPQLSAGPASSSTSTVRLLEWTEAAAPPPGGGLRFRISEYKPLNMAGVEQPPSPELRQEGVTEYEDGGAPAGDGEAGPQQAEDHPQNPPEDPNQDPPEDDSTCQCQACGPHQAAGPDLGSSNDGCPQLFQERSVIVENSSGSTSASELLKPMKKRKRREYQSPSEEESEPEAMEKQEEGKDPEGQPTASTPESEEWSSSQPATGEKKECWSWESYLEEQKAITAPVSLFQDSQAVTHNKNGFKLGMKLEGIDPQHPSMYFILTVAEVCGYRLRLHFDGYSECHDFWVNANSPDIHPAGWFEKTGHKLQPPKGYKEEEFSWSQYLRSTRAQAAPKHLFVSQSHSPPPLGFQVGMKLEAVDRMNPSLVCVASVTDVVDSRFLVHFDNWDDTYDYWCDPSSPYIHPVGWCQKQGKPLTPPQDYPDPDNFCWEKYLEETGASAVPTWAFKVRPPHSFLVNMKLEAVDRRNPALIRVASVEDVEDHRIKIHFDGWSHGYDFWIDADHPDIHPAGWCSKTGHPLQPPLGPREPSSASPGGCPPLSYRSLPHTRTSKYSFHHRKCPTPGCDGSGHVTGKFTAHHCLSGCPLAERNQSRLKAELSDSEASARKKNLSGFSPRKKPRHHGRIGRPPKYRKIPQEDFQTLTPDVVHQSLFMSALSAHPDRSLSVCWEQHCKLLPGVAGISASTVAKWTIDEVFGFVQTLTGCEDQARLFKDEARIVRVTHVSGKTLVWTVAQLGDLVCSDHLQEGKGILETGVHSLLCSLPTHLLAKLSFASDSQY
#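 Displacement of a biotinylated histone H3(1-15) peptide monomethylated at Lys9 (75 nM) from L3MBTL1 (50 nM) was measured by AlphaScreen after a 30 min room-temperature compound incubation; cefsulodin titration served as intraplate control.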
# Epigenetic derep – Quantitative High-Throughput Screen for Regulators of Epigenetic Control; Potency, µM (series often up to 53.9 µM), for the others: at the highest dose GFP activation, usual class: activators; AID 1865, 2009; murine LDR cells, GFP reporter derepression, 30 h; 280,000 compounds, 0.2% hits; also: potency is read from the fitted curve at half-maximal effect; % of control where 0% means no effect; nearly all actives have a fitted effect of over 60% in size
#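 Murine LDR cells bearing a silenced CMV-driven GFP reporter were exposed to compound for 30 h at 37 C. After PBS washes, GFP-positive cells (20-120 um objects) counted by laser-scanning microplate cytometry.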
# NPSR antagonist – qHTS Assay for Antagonists of the Neuropeptide S Receptor: cAMP Signal Transduction | Q6W5P4 | CHO-NPSR cells, cAMP TR-FRET, antagonist mode | Potency, µM (doses to about 38.3 µM), for inactives: top-dose activity change, negative = inhibition, hits mostly inhibitors | 220,000 compounds, 1% hits; also: potency is read from the fitted curve at half-maximal effect; % is scaled to controls: 0 for no effect and ±100 for the full control effect; nearly all actives have a fitted effect of over 50% in size; many of its hits are not listed in these tables
# CBFb-RUNX1 inh – qHTS Assay for Compounds Blocking the Interaction Between CBF-beta and RUNX1 for the Treatment of Acute Myeloid Leukemia; Runt-related transcription factor 1 (Homo sapiens) + Core-binding factor subunit beta …; 230,000 tested, under 10 active; Potency, µM (highest dose often 59.8 µM), without a hit: at the highest dose activity, negative = inhibition, actives largely listed as inhibitors; AlphaScreen CBFb-His/RUNX1-biotin binding, biochemical; also: % of control where 0% means no effect
#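 CBFb-His/RUNX1-biotin, 30 nM each, preincubated 20 min RT; compound 15 min RT; Ni + streptavidin beads 50 ng each, 90 min RT; AlphaScreen read.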
# IMPase Li cell – qHTS Assay for Identifying the Cell-Membrane Permeable IMPase Inhibitors: Potentiation with Lithium; CHO-M1 cells, IP1 TR-FRET (IP-One), carbachol + lithium; Potency, µM (series often up to 59.4 µM), inactives show at the highest dose activity, negative = IMPase inhibition, most hits filed as inhibitors; 210,000 compounds, 0.35% hits;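 also: IP1 builds up when IMPase is blocked and the TR-FRET signal falls; potency is read from the fitted curve at half-maximal effect; plate controls were basal vehicle for no effect and high inhibitor control for full effect; nearly all actives have a fitted effect of over 50% in size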
#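 CHO-M1, 2000 cells/well, 16–30 h culture; cpd + low Li+, 30 min 37C; lysis with d2-IP1/Eu-anti-IP1 Ab, 10 min RT; TR-FRET 665/620 ratio and 620 channel; AC50 via Hill.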
# Numbers without * were called inactive; ? = inconclusive; · = no result given; [ ] = remark or other dose. Calls follow the shape of the dose curve; as a rule, active = well fitted curve in the direction sought with a large enough effect; inconclusive = small, poorly fitted or top-dose-only effect, or another doubt; inactive = no such curve, though single readings can be large; an effect the other way counts as inactive or inconclusive. Not all compounds are listed. The share of hits here may be higher or lower than overall.
item	SMILES	HTT aggregate	KinaseGlo FLuc	L3MBTL1 inh	Epigenetic derep	NPSR antagonist	CBFb-RUNX1 inh	IMPase Li cell
1	COc1ccc(C(NC(=O)/C=C\c2ccco2)c2ccc(OC)c(OC)c2)cc1 (stereo unspecified)	-2%	2%	-25%	-0.9%	-2%[46.1 µM]	-7%	-16%[38.3 µM]
2	CSC1=N/C(=C\c2ccc(C)cc2)C(=O)S1	7%	-7%	-2%	0.0%	-8%[46.1 µM]	2%	9%[38.3 µM]
3	CCOC(=O)C1(Cc2ccc(Cl)cc2)CCN(Cc2ccon2)CC1	26%[9.22 µM]	-8%	-3%	0.1%	11%	-8%	16%
4	CCN(C(=O)COC(=O)c1cccc(NS(=O)(=O)c2ccc(F)c(F)c2)c1)C1CCS(=O)(=O)C1 (stereo unspecified)	16%	4%	-4%	0.9%	9%	11%	1%
5	COc1ccc(CCNC(=O)CC(c2ccccc2)c2cccc(C)c2O)cc1OC (stereo unspecified)	-3%	2%	·	-2.9%	1µM*	-8%	7%
6	CC1(C)CC(=O)C=C(N2CCN(C3=CC(=O)CC(C)(C)C3)CC2)C1	-20%	3%	15%	-1.0%	4%[46.1 µM]	2%	-4%[38.3 µM]
7	COCCNC(=O)CSc1nnc(-c2ccccc2F)n1Cc1ccccc1	5%	-2%	-4%	1.1%	-1%	2%	6%
8	CN(CC(=O)Nc1cccc(C#N)c1)Cc1ccc(Cl)cc1	4%	-3%	8%	-1.4%	-31%	2%	6%
9	CCOc1ccc(C(=O)Nc2c3c(nn2-c2ccc(F)cc2)CS(=O)C3)cc1 (stereo unspecified)	7%	-4%	·	-0.2%	-12%[46.1 µM]	1%	14%[38.3 µM]
10	COC(=O)c1[nH]c(C)c(/C(O)=C2\C(=O)C(=O)N(CCN3CCOCC3)C2c2ccco2)c1C (stereo unspecified)	-10%[9.22 µM]	·	10%	-0.3%	-3%[7.67 µM]	4%	·
11	COc1ccccc1N(CC(O)Cn1ccnc1C)S(=O)(=O)c1ccccc1 (stereo unspecified)	5%	-4%	19%	-0.1%	3%	-1%	6%
12	Cc1cc(NC(=O)C(C)(C)C)no1	2%	-3%	10%	-0.9%	-7%[46.1 µM]	-4%	6%[38.3 µM]

# Laid out differently: entries from further up
# Results follow in this order: HTT aggregate	KinaseGlo FLuc	L3MBTL1 inh	Epigenetic derep	NPSR antagonist	CBFb-RUNX1 inh	IMPase Li cell
7	COCCNC(=O)CSc1nnc(-c2ccccc2F)n1Cc1ccccc1
→ 5%	-2%	-4%	1.1%	-1%	2%	6%
8	CN(CC(=O)Nc1cccc(C#N)c1)Cc1ccc(Cl)cc1
→ 4%	-3%	8%	-1.4%	-31%	2%	6%

# New compounds follow.
item	SMILES	HTT aggregate	KinaseGlo FLuc	L3MBTL1 inh	Epigenetic derep	NPSR antagonist	CBFb-RUNX1 inh	IMPase Li cell
13	Cc1cc(NC(=O)CSc2nnc3c(C)cc4c(C)ccc(C)c4n23)no1	13%	1%	14%	0.0%	-3%[46.1 µM]	1%	-6%[38.3 µM]
14	O=C(CCn1cccc1)NCCc1ccc(Cl)cc1	-2%	1%	-3%	0.8%	0%[46.1 µM]	-4%	2%[38.3 µM]
15	Cc1ccc(NC(N)=S)cc1C	6%	1%	1%	0.0%	24%	-4%	1%
16	CN1CCCC2(CCCN(Cc3nc(Cc4cccc(C(F)(F)F)c4)no3)C2)C1 (stereo unspecified)	4%	·	-6%	-3.3%	7%	8%	·
17	COc1cc(OC)cc(C(C(=O)NCc2ccccc2)N(Cc2ccco2)C(=O)c2ccno2)c1 (stereo unspecified)	15%[9.22 µM]	-1%	·	3.9%	-23%[46.1 µM]	-7%	30%[activator][38.3 µM]
18	O=C(CN1CCN(S(=O)(=O)c2ccccc2)CC1)Nc1ccc2c(c1)CCC2	-1%	-2%	?	-1.8%	-6%	-7%	-6%
19	Cc1ccc(C)c(NC(=S)NCC(c2ccccc2)N(C)C)c1 (stereo unspecified)	9%	2%	18%	-0.1%	-6%	5%	9%
20	CCn1c2c(c(=N)c3c1CCC3)CCC2	-3%	1%	-13%	-1.8%	15%	7%	-18%
21	COc1ccc2c(c1)O[C@@H](c1cccc(C(F)(F)F)c1)[C@H](OC(=O)NS(=O)(=O)c1ccc(C)cc1)C2=O	·	1%	·	-0.3%	·	9%	1%
22	Nc1c(C(=O)N/N=C/c2ccc(OCc3ccccc3)cc2)cnn1-c1ccccc1	-28%[9.22 µM]	·	·	0.0%	-10%	6%	·
23	Cc1ccc(-c2cn3c(n2)CCCC3)cc1	-7%	-3%	-10%	-0.9%	-13%[46.1 µM]	4%	2%[38.3 µM]
24	O=C1CN(C(=O)COC(=O)Cc2ccsc2)c2ccccc2N1	-7%	0%	·	-1.0%	-4%[46.1 µM]	0%	24%[38.3 µM]
25	O=C(NCCCn1ccnc1)/C(=C\c1cccs1)NC(=O)c1ccccc1	17%	7%	7%	-2.5%	2%	4%	10%
26	COc1ccc2cc(-c3nc4ccccc4n3C)c(=O)oc2c1	-3%	1%	22%	-3.8%	15%[46.1 µM]	15%	?
27	CCCC(=O)N1CCN(c2ccc(NC(=O)c3ccc(Br)o3)cc2)CC1	8%	3%	·	-1.1%	-23%[46.1 µM]	4%	27%[38.3 µM]
28	FC(F)c1nnc2c(Cl)cc(C(F)(F)F)cn12	-8%	-2%	-3%[2.29 µM]	0.9%	19%	14%	-4%
29	Cc1nn(C)c(C)c1/C=C/C(=O)O	13%	0%	7%	-0.9%	6%	2%	1%
30	O=C(NN1C(=O)C2C3C=CC([C@H]4CC34)[C@@H]2C1=O)c1ccc(Br)cc1 (stereo partly specified)	12%[9.22 µM]	·	15%	-2.5%	-7%	12%	·
31	Cn1c(N)c(C(=O)COC(=O)CCOc2ccc(C(C)(C)C)cc2)c(=O)n(C)c1=O	1%	-1%	-5%	-1.4%	-3%	0%	5%
32	Cc1ccc(NC(=O)COC(=O)/C=C/c2cccs2)c(C)c1	-12%	-1%	4%	0.0%	5%	-1%	-5%
33	NCCNCCNCCNCCN	17%	·	·	·	·	19%[21.7 µM]	20%
34	COc1cc2c(c(OC)c1OC)-c1c(cc3c(c1OC)OCO3)C1OC2[C@@H](C)[C@H]1C (stereo partly specified)	?	·	·	-1.1%	2%	4%	·
35	Cc1oc2c(c1C(=O)O)C(=O)c1ccccc1C2=O	?	-2%	?	1.1%	4%	-6%	-2%
36	COc1ccc(-c2nnn(CC(=O)N(CCO)C(C(=O)NC3CCCC3)c3ccncc3)n2)cc1 (stereo unspecified)	10%[9.22 µM]	1%	70%[activator]	0.0%	13%	?	4%
37	COc1ccc(C2C(C(=O)N3CCOCC3)c3ccccc3C(=O)N2c2ccc(OC)cc2)cc1 (stereo unspecified)	15%	-2%	11%	0.0%	-11%[46.1 µM]	2%	4%[38.3 µM]
38	CC(C)CC(=O)Nc1sc2c(c1C(=O)O)CCCCC2	7%[9.22 µM]	-1%	-17%	3.4%	-24%	-1%	-2%
39	Cc1cccc(OCC(=O)OCC(=O)c2c(N)n(C)c(=O)n(C)c2=O)c1C	12%	-1%	4%	-2.9%	11%[46.1 µM]	-2%	-6%[38.3 µM]
40	O=c1c2[nH]c3ccccc3c2ncn1CCN1CCNCC1	-6%	-6%	·	-0.9%	-4%[46.1 µM]	5%	27%[38.3 µM]
41	COc1ccc(NS(=O)(=O)c2cc(NC(=O)c3nc4nc(C)cc(C)n4n3)ccc2C)cc1	13%	-1%	-4%	-1.6%	-2%	1%	-2%
42	Cc1ccc(NC2=C(Cl)C(=O)OC2NC(=O)c2ccccc2)cc1 (stereo unspecified)	-23%	4%	0%	-1.0%	-2%[46.1 µM]	6%	-9%
43	COc1c(C)cc(C(=O)C2CCCN(C(=O)c3cccc(F)c3)C2)cc1C (stereo unspecified)	-9%	·	3%	0.3%	21%	11%	·
44	CCN(C(=O)CSc1nc2ccccc2n1CCc1ccccc1)C1CCS(=O)(=O)C1 (stereo unspecified)	14%	-4%	·	0.0%	-6%[46.1 µM]	2%	26%[38.3 µM]
45	CC(=O)NCCCc1nc2ccccc2n1Cc1ccc(C)cc1	23%	-2%	·	-0.7%	0%[46.1 µM]	2%	4%[38.3 µM]
46	Cn1c(C(=O)NCc2cccs2)cc2oc3ccccc3c21	?	-7%	1%	1.6%	9%[46.1 µM]	-14%	2%[38.3 µM]
47	Cc1cc(C)n2nc(SCc3cc(=O)oc4cc(O)ccc34)nc2n1	27%	21%	·	0.0%	-5%[46.1 µM]	22%	28%[38.3 µM]
48	CCOc1nc(SCCOc2ccc(Cl)cc2Cl)nc(N(C)C)n1	-8%	1%	100%[activator]	-1.0%	-38%	23%	4%
49	O=C(CSc1ccc(-c2cccs2)nn1)N1CCCCC1	8%	-7%	4%	3.3%	-12%[46.1 µM]	-3%	0%
50	O=C(COC(=O)c1cnccn1)c1ccc2c(c1)CCCC2	-4%	0%	0%	-1.3%	17%[46.1 µM]	-8%	-14%[38.3 µM]
51	Cn1c(N)c(C(=O)CSc2nnnn2-c2ccccc2)c(=O)n(C)c1=O	9%[9.22 µM]	·	7%	1.1%	6%[7.67 µM]	?	·

# Full records from above. Values in the order: HTT aggregate | KinaseGlo FLuc | L3MBTL1 inh | Epigenetic derep | NPSR antagonist | CBFb-RUNX1 inh | IMPase Li cell
# `CC(=O)NCCCc1nc2ccccc2n1Cc1ccc(C)cc1` is entered as 23% | -2% | · | -0.7% | 0%[46.1 µM] | 2% | 4%[38.3 µM]
# `Cc1cccc(OCC(=O)OCC(=O)c2c(N)n(C)c(=O)n(C)c2=O)c1C` is entered as 12% | -1% | 4% | -2.9% | 11%[46.1 µM] | -2% | -6%[38.3 µM]
# `Cc1cc(C)n2nc(SCc3cc(=O)oc4cc(O)ccc34)nc2n1` is entered as 27% | 21% | · | 0.0% | -5%[46.1 µM] | 22% | 28%[38.3 µM]
# `O=c1c2[nH]c3ccccc3c2ncn1CCN1CCNCC1` is entered as -6% | -6% | · | -0.9% | -4%[46.1 µM] | 5% | 27%[38.3 µM]
# `Cn1c(C(=O)NCc2cccs2)cc2oc3ccccc3c21` is entered as ? | -7% | 1% | 1.6% | 9%[46.1 µM] | -14% | 2%[38.3 µM]

# High-throughput results: PubChem, National Center for Advancing Translational Sciences (NCATS)
